CF NFkB block: inhibitors of PAF-induced NF-kB signaling, primary screen, cell-based, GFP fluorescence, uHTS; AID 588850, 2011; hit rate 0.86% among 360,000; KKLEB NF-kB-GFP reporter, GFP fluorescence overnight; inhibition, % at 5 µM;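 active = at least 50% inhibition at 5 µM, scaled per plate between neutral and stimulator controls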;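 also: PAF is a Pseudomonas aeruginosa culture filtrate used as stimulus; plate controls were PAF-stimulated DMSO wells for no effect and unstimulated DMSO wells for full effect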
LMP1 NFkB inh: EBV LMP1-driven NF-kappaB luciferase reporter inhibitors, primary screen, cell-based, luminescence, single point; LMP1-induced NF-kappaB luciferase reporter cells; AID 504558, 2011; hit rate 0.69% among 350,000; inhibition, % at 12.5 µM; in the data active = inhibition above about 41%;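 also: 0% = neutral control wells and 100% = reference inhibitor control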
SRC1 inh: SRC1 coactivator transcriptional activity inhibitors, primary screen, cell-based, luminescence; Nuclear receptor coactivator 1 (Homo sapiens), Q15788; HEK293 GAL4-SRC1 luciferase reporter; inhibition, % at 3.6 µM; hit rate 0.12% among 360,000;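 active = inhibition above the campaign mean plus 3 SD, with each screening campaign given its own cutoff, cut at about 60% in these data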;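 also: 0% = DMSO treated cells and 100% = gossypol at 36 µM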
NCOA3 inh: SRC3 coactivator transcriptional activity inhibitors, primary screen, cell-based, luminescence; Nuclear receptor coactivator 3 (Homo sapiens), Q9Y6Q9; HEK293 GAL4-SRC3 luciferase reporter; inhibition, % at 3.6 µM; hit rate 0.17% among 360,000; AID 588352, 2011;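 active = inhibition above a per-campaign cutoff, the mean of all compounds plus 3 SD, cut at about 60% in these data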;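 also: 0% = DMSO-treated cells and 100% = gossypol-treated cells at 36 µM; higher means less SRC3-driven luciferase light from the GAL4 reporter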
TROY signal inh: inhibitors of TROY-driven NF-kB signaling, primary screen, Q293 LMP1-TROYcd cells, NF-kB luciferase, uHTS; Q293 LMP1-TROYcd NF-kB luciferase reporter, 4 h; inhibition, % at 10 µM; hit rate 0.98% among 360,000;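 active = compounds whose plate-normalised and pattern-corrected inhibition of the luciferase reporter signal at the single screening dose is 50% or more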
COUP-TFII inh: NR2F2 transcriptional activity inhibitors, primary screen, cell-based, luciferase reporter, HEK293T, luminescence; COUP transcription factor 2 (Homo sapiens), P24468; HEK293T NGFI-A luciferase reporter; inhibition, % at 8.6 µM; hit rate 0.7% among 370,000; AID 686940, 2013;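 active = inhibition above a per-plate cutoff, mean inhibition of test wells between control levels plus 3 SD, cut at about 38% in these data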;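 also: cells cotransfected with COUP-TFII expression vector driving the NGFI-A reporter; 0% = median of COUP-TF2 test wells and 100% = reporter-only cells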
Target sequence (P24468 whole entry, looked up): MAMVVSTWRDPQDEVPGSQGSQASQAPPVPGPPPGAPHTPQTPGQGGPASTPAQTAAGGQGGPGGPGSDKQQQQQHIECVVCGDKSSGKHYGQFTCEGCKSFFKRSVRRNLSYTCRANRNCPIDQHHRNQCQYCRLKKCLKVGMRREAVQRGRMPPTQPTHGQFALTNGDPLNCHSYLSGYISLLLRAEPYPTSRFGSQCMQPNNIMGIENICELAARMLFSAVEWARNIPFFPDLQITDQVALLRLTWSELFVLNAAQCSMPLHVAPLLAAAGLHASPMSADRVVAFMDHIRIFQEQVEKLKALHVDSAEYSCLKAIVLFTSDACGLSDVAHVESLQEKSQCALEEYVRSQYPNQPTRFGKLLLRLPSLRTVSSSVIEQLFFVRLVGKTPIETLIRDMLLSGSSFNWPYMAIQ
TWEAK-Fn14 inh: inhibitors of TWEAK-Fn14 signaling, primary screen, luciferase reporter cells, uHTS; TWEAK-stimulated Fn14 reporter cells, luciferase luminescence, 8 h; inhibition, % at 10 µM; hit rate 2% among 360,000; AID 1159606, 2016; in the data active = inhibition above about 50%
Shn3 inh set2: reduction of Shn3 3'UTR firefly luciferase signal, primary screen, Schnurri-3 inhibitor project, cell-based, Clone20 osteoblasts, set 2; Clone20 osteoblast Shn3 3'UTR firefly luciferase, 24 h; inhibition, % at 12.5 µM; hit rate 0.52% among 360,000; AID 588674, 2011;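 active = mean inhibition of at least 75% with every replicate also reaching 75%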;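 also: 0% = median of neutral control wells and 100% = pilot-screen positive control compound; some compounds past the cut are filed as inactive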
KKLEB tox: cytotoxicity in KKLEB CF airway cells, primary screen, cytotoxicity control for CF NF-kB inhibitor project, cell-based, uHTS, fluorescence assay plates; KKLEB CF airway cells viability, ATPlite luminescence, overnight; hits give low values; cells stimulated with P. aeruginosa culture filtrate; activity change (cytotoxicity), % at 5 µM; hit rate 0.36% among 360,000; AID 602141, 2011;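 active = corrected activity change at or below -50% at 5 µM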
LRH-1 inv ag: LRH-1 (NR5A2) inverse agonists, primary screen, cell-based, luminescence, HEK293T, StAR-luciferase reporter | hit rate 0.13% among 360,000 | LRH-1 transfected, 24 h | Nuclear receptor subfamily 5 group A member 2 (Homo sapiens), O00482 | inhibition, % at 3.6 µM;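 active = inhibition above the mean inhibition of all tested compounds plus 3 SD, cut at about 73% in these data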;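 also: 0% = DMSO wells and 100% = reporter-only cells lacking LRH-1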
Target sequence (O00482 whole entry, looked up): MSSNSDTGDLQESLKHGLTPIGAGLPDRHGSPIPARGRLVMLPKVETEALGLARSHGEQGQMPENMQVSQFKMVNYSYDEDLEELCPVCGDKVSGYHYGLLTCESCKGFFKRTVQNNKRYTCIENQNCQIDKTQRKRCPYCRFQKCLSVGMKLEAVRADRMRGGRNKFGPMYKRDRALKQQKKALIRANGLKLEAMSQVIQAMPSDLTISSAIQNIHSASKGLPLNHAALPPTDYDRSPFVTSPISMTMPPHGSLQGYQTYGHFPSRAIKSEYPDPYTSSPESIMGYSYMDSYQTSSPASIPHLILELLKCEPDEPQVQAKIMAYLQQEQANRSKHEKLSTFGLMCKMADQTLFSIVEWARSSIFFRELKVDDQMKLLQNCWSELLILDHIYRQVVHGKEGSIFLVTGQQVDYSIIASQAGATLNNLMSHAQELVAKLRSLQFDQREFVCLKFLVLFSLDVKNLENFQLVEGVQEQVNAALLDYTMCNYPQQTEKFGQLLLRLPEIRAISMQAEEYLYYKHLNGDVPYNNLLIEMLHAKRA
TRAIL sens C8: viability loss with TRAIL in NB7+C8 cells, primary screen, TRAIL sensitizer project, cell-based, ATPlite luminescence; inhibition (viability loss, TRAIL sensitization), % at 10 µM; AID 624354, 2012; hit rate 1% among 360,000;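 active = compounds causing at least 50% loss of cell viability in the single-dose screen, relative to plate controls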
Active calls of the source: *; . = no result given.

SMILES	CF NFkB block	LMP1 NFkB inh	SRC1 inh	NCOA3 inh	TROY signal inh	COUP-TFII inh	TWEAK-Fn14 inh	Shn3 inh set2	KKLEB tox	LRH-1 inv ag	TRAIL sens C8
CC(C)c1ccccc1NC(=O)CC1(CC(=O)O)CCCC1	-10	3	-8	6	3	4	-26	-1	10	-5	1
COc1ccc(NC(=O)Nc2nccs2)cc1	12	-7	-32	-39	-34	-34	35	2	-7	-84	24
O=C(CCn1cnnn1)Nc1ccc(F)cc1	-24	2	-5	-29	-33	9	-26	-14	17	-34	-2
O=C1Cc2cc(S(=O)(=O)NCc3ccc(F)cc3)ccc2N1	25	4	2	-15	6	-12	-4	2	-15	5	-24
CCCc1nc2ccccc2c(C(=O)OCC(=O)Nc2ccc(S(=O)(=O)N3CCOCC3)cc2)c1CC	13	-16	-2	16	78*	28	37	29	5	10	13
CC(=O)Nc1ccc(NC(=O)c2ccccc2C)cc1	7	-8	-5	1	-26	4	16	-4	2	10	-12
CC(C)CCNC(=O)CCc1nnc2ccc(N3CCC(C)CC3)nn12	0	4	6	-7	4	16	17	21	-6	24	-2
CCc1nnc(NC(=O)c2ccc(S(=O)(=O)N3CCCc4ccccc43)cc2)o1	8	7	2	9	16	17	23	55	-4	-6	11
CCOC(=O)c1cnc(-n2nc(C)cc2C)nc1Nc1ccc(C)cc1	8	22	12	-20	4	-4	4	28	-8	18	-8
O=C(CC1C(=O)NCCN1C/C=C/c1ccccc1)NCCCC1CCCC1 (stereo unspecified)	-7	-2	-48	-8	1	-4	1	-21	2	-34	0
COCCNC(=O)C1Nc2ccc(OC(F)(F)F)cc2C2C=CCC12 (stereo unspecified)	-18	27	-3	4	5	-7	-6	7	-3	-4	0
Cn1c(NCc2cccc(Br)c2)nc2ccccc21	-20	-4	-16	-3	-53	-25	2	-26	-9	-7	35
CCOC(=O)c1sc(NC(=O)c2cccnc2)nc1C	9	-7	-16	-3	-39	-11	-19	-29	-2	2	-2
CC(=O)c1cccc(N(CC(=O)Nc2ccc(S(=O)(=O)N3CCCC3)cc2)S(C)(=O)=O)c1	-2	15	-26	3	-23	24	16	1	-7	7	9
CS(=O)(=O)c1ccc(Cl)c(NC(=O)COC(=O)CCN2C(=O)C3CC=CCC3C2=O)c1 (stereo unspecified)	-8	-2	-21	0	-8	-6	-3	-8	2	-3	-11
CCc1ccc(NC(=O)C2CCC(CNC(=O)[C@@H]3Cc4ccccc4CN3)CC2)cc1 (stereo partly specified)	-2	5	-63	-16	-10	-2	12	21	6	7	5
Cn1ncc(N=Cc2ccc([N+](=O)[O-])cc2)c1C(=O)N1CCOCC1	11	-9	2	-20	-1	0	-19	1	4	-1	17
COc1cccc(Nc2nc(C(N)Cc3ccc(Cl)cc3)cs2)n1 (stereo unspecified)	15	.	3	-11	-24	-4	-6	-15	-14	-7	44
COc1cc(/C=C2/C(=O)NN(c3cccc(C)c3)C2=O)cc([N+](=O)[O-])c1O	-13	-16	-13	11	-15	8	-21	-25	-2	11	-4
C[C@@H](O)CC#Cc1ccc2oc(=O)c(-n3cc(-c4ccsc4)nn3)cc2c1	-18	-4	2	-20	-12	4	-7	-10	8	0	4
COC(=O)c1nc(NC(=O)c2ccc(F)cc2)n[nH]1	11	-6	-23	11	7	-1	-12	-6	-7	-1	-7
O=C(CSc1nnc(-c2ccco2)o1)NCC(=O)c1ccccc1	-2	-1	-33	10	4	-6	8	-4	2	19	3
CCN(C(=O)COC(=O)c1c2c(nc3ccccc13)CCC2)c1c(N)n(Cc2ccccc2)c(=O)[nH]c1=O	30	5	5	9	9	3	2	8	-16	-5	0
CCCCn1nnnc1SCC(=O)Nc1ccc(C)cc1	-7	-2	5	-34	-5	-9	0	-16	-1	1	-11
O=C(N/N=C/c1cccnc1)C1CCCN(S(=O)(=O)c2ccccc2)C1 (stereo unspecified)	8	-22	-5	-8	18	-11	-16	11	-2	1	-2
CC(C(=O)Nc1cc([N+](=O)[O-])ccc1Cl)N1CCN(c2ccccc2)CC1 (stereo unspecified)	17	-56	-6	1	11	1	1	-14	-29	2	-2
Cc1occc1C(=O)NNC(=O)Nc1ccc(Cl)c(Cl)c1	-5	-3	-13	6	-16	-23	-15	11	3	-45	-2
Cc1cccc(C(=O)NC2CCN(CC(=O)Nc3cccc(Cl)c3)CC2)c1	-11	-2	-3	-14	-7	0	-19	3	5	-18	7
N#Cc1ccc(CO/N=C/c2ccccc2)cc1	-13	-16	-15	-3	-22	-5	-23	-9	15	1	10
CC1CCCCN1S(=O)(=O)c1ccc(-n2cnnn2)cc1 (stereo unspecified)	10	-4	5	7	-13	13	5	8	-9	-4	-15

Ordered by number of heavy atoms (low to high): part of the list above
SMILES	CF NFkB block	LMP1 NFkB inh	SRC1 inh	NCOA3 inh	TROY signal inh	COUP-TFII inh	TWEAK-Fn14 inh	Shn3 inh set2	KKLEB tox	LRH-1 inv ag	TRAIL sens C8
N#Cc1ccc(CO/N=C/c2ccccc2)cc1	-13	-16	-15	-3	-22	-5	-23	-9	15	1	10
COC(=O)c1nc(NC(=O)c2ccc(F)cc2)n[nH]1	11	-6	-23	11	7	-1	-12	-6	-7	-1	-7
CCCCn1nnnc1SCC(=O)Nc1ccc(C)cc1	-7	-2	5	-34	-5	-9	0	-16	-1	1	-11
COc1cccc(Nc2nc(C(N)Cc3ccc(Cl)cc3)cs2)n1 (stereo unspecified)	15	.	3	-11	-24	-4	-6	-15	-14	-7	44
Cn1ncc(N=Cc2ccc([N+](=O)[O-])cc2)c1C(=O)N1CCOCC1	11	-9	2	-20	-1	0	-19	1	4	-1	17
O=C(N/N=C/c1cccnc1)C1CCCN(S(=O)(=O)c2ccccc2)C1 (stereo unspecified)	8	-22	-5	-8	18	-11	-16	11	-2	1	-2
CC(C(=O)Nc1cc([N+](=O)[O-])ccc1Cl)N1CCN(c2ccccc2)CC1 (stereo unspecified)	17	-56	-6	1	11	1	1	-14	-29	2	-2
CCc1ccc(NC(=O)C2CCC(CNC(=O)[C@@H]3Cc4ccccc4CN3)CC2)cc1 (stereo partly specified)	-2	5	-63	-16	-10	-2	12	21	6	7	5
CCN(C(=O)COC(=O)c1c2c(nc3ccccc13)CCC2)c1c(N)n(Cc2ccccc2)c(=O)[nH]c1=O	30	5	5	9	9	3	2	8	-16	-5	0

(list continues)
SMILES	CF NFkB block	LMP1 NFkB inh	SRC1 inh	NCOA3 inh	TROY signal inh	COUP-TFII inh	TWEAK-Fn14 inh	Shn3 inh set2	KKLEB tox	LRH-1 inv ag	TRAIL sens C8
CC(C)(C)C(=O)O/N=C1\CCS(=O)(=O)c2sccc21	-4	-5	2	-8	-3	12	2	-3	20	11	-7
Cc1ccc(S(=O)(=O)N/N=C/c2cccc(OC3CSC3)c2)cc1	8	-5	15	0	17	-8	12	-5	-2	-2	1
Cc1cc2ccccc2c(=O)n1CC(=O)NCC(=O)N(C)C1CCCCC1	-10	4	-5	16	9	0	12	0	12	2	-8
N=C1SC(CC(=O)Nc2ccc([N+](=O)[O-])cc2)C(=O)N1c1ccccc1 (stereo unspecified)	8	12	15	19	5	-3	18	-27	5	24	-12
Cc1oc(-c2ccccc2)nc1C(=O)N1CCN(c2ccc(F)cc2)CC1	14	-1	6	17	12	-13	3	-6	-9	-21	12
CC(C)C[C@@H](CN)NC(=O)c1nc[nH]c1C(=O)N[C@@H](C)C(=O)CNC[C@H](CC(C)C)NC(=O)c1nc[nH]c1C(=O)N[C@@H](CC(=O)O)C(=O)O	1	-4	-2	9	-6	4	14	-1	13	14	8
O=C(NCCNC(=O)c1ccccc1[N+](=O)[O-])c1ccccc1[N+](=O)[O-]	-3	1	-12	-2	-21	24	-12	17	3	-1	6
O=C(c1ccc2ncsc2c1)N1CCCC(C(F)(F)F)C1 (stereo unspecified)	-4	-9	-14	5	-13	-7	5	-1	14	1	43
Cc1ccc(C(=O)C(NC(=O)c2ccco2)N2CCOCC2)cc1 (stereo unspecified)	15	-9	-41	-47	-21	-13	1	-35	-6	-40	6
O=C(Cn1cc(C(F)(F)F)cc(Cl)c1=O)NCc1ccc(Cl)cc1Cl	-6	-4	-6	8	-5	-6	12	-12	-6	19	5
O=C(Nc1cccc(-c2cccc(Cl)c2)c1)C1CCN(Cc2ccon2)CC1	9	5	-13	-4	25	22	13	35	-22	-3	17
Cc1ncc(CO)c(CO)c1OCC(O)CN1CCN(c2ccc(F)cc2)CC1 (stereo unspecified)	3	.	-19	5	2	1	-17	7	-7	-7	-9
c1ccc(C(NCCNC(c2ccccc2)c2ccccc2)c2ccccc2)cc1	17	6	7	9	17	1	-33	20	0	10	2
Cc1ccc(N(CC(=O)NCc2cccs2)S(=O)(=O)c2cccs2)cc1	17	2	3	-9	-2	10	-4	9	0	0	3
COc1cc(/C=C2/SC(=S)N(C)C2=O)ccc1OC(=O)c1ccco1	-15	-8	-14	-11	-59	11	-11	-14	-9	-18	3
COC(=O)c1ccc(NC(=O)CCc2nnc3ccc(NCc4ccco4)nn23)cc1	9	-5	-26	-4	7	-7	36	0	5	-4	12
O=c1[nH]c(C2CCN(S(=O)(=O)Cc3ccccc3)CC2)nc2c1nnn2Cc1ccccc1Cl	-2	-9	-10	-8	-8	-12	9	4	1	12	-13
CCn1c(NCc2cc(OC)c(OC)c(OC)c2)nc2ccccc21	-24	4	11	7	4	-3	-9	21	9	14	-6
CN1CCC(NC(=O)Nc2ccc(Br)cc2)CC1	4	-7	7	-2	-28	8	-29	.	1	-9	3
NS(=O)(=O)c1ccc(CCNC(=O)CN2CCC(Cc3ccccc3)CC2)cc1	6	8	17	19	-4	38*	10	54	2	17	5

An excerpt (hit frequency here may not be typical).
